High-throughput results: PubChem BioAssay, Broad Institute
FN deposit inh = fibronectin deposition inhibition; AH1F fibroblasts, Alexa488-fibronectin deposition fluorescence, overnight; inhibition, % at 12.6 µM; 0.086% of 350,000 active; AID 743247;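 active means mean inhibition across replicates of 30% or more, regardless of how many single replicates reach that level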;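 further: positive control wells lacked labelled fibronectin entirely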
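material = AH1F fibroblast monolayer depositing Alexa488-labelled fibronectin into matrix | amount = 10000 AH1F cells/well | buffer or medium = DMEM plus 2% serum, read in PBS | incubation = 1 h cell adhesion before compound, then overnight fibronectin incubation | detection = fluorescence at 485 nm excitation, 525 nm emission | evaluation = percent inhibition as loss of matrix-bound fibronectin fluorescence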
LGR2 inh = inhibitors of bursicon-induced Drosophila LGR2 receptor cAMP signaling | HEK293 LGR2, CRE-luciferase, bursicon-stimulated, 4 h | inhibition, % at 9.99 µM | 0.35% of 380,000 active;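 active means drop in luminescence signal, shown as inhibition above about 50% in the replicate tests, limit read from the data, passing the limit was not always enough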;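 further: agonist challenge used bursicon conditioned medium at about half maximal strength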
Statin myotox sup = suppressors of simvastatin-induced myotoxicity in C2C12 myotubes | ATP luminescence, 48 h; scaled: DMSO 0, geranylgeraniol control 100 | rescue of ATP level, % at 7.49 µM | 0.78% of 330,000 active | AID 602340;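 active means mean ATP rescue above about 67%, or every replicate alone reaching that limit, limit read from the data, passing the limit was not always enough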;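 further: myotubes were challenged with 10 µM simvastatin during compound exposure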
esBAF inh = SWI/SNF esBAF complex inhibition; mouse ES cells, Bmi1-luciferase knock-in reporter, 24 h; 100% = twice the neutral-well signal; reporter increase, % at 12.5 µM; 2% of 350,000 active; AID 602393; in the data active means activation above about 40%;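 further: 0% = median of the plate's neutral control wells and 100% = double that signal; a rise in the Bmi1 reporter signal indicates esBAF inhibition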
S100A4 MyoIIA = S100A4-myosin IIA interaction inhibition; P26447; S100A4/TAMRA-MyoIIA peptide fluorescence polarization; 0.14% of 360,000 active; inhibition, % at 10.7 µM;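 active means mean inhibition of at least 70% across replicates, with every replicate also reaching that level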
Target sequence (P26447 whole entry, looked up): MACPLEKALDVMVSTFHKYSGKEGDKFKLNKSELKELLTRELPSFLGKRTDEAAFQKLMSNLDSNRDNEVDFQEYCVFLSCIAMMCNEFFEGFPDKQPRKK
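Compound dosing: one dose per compound; test system: human S100A4 monomer with TAMRA-labelled myosin IIA peptide; probe or stimulus: TAMRA-labelled myosin IIA heavy-chain peptide probe, 5 nM; medium: HEPES buffer with Ca2+, pH 7.2; schedule: 5 min incubation before reading; benchmarks: neutral control DMSO, positive control TFP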
CASP6 VEID inh = caspase-6 (human) enzyme inhibition; P55212; purified caspase-6, Z-VEID-R110 cleavage fluorescence; inhibition, % at 12.5 µM; 0.53% of 350,000 active; AID 686996;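 active means mean inhibition across replicates at least about 35%, with every replicate also reaching that limit, limit read from the data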;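 further: 0% = median of neutral control wells and 100% = no fluorescence left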
Target sequence (P55212 24-179 limits assumed): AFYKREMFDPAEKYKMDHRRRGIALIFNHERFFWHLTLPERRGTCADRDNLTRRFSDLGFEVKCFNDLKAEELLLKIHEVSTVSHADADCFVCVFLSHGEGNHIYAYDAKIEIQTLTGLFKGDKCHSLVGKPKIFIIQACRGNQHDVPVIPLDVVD
Target sequence (P55212 194-293 limits assumed): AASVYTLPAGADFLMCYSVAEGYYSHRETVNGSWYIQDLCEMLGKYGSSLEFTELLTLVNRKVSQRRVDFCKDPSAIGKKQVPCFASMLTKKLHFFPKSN
SIRT5 block = blocks human SIRT5 desuccinylation of peptide | AID 652115 | Purified SirT5, succinyl-peptide AMC, trypsin-coupled fluorescence | Q9NXA8 | inhibition, % at 15 µM | 1.1% of 330,000 active; in the data active means inhibition above about 15%
Target sequence (Q9NXA8 whole entry, looked up): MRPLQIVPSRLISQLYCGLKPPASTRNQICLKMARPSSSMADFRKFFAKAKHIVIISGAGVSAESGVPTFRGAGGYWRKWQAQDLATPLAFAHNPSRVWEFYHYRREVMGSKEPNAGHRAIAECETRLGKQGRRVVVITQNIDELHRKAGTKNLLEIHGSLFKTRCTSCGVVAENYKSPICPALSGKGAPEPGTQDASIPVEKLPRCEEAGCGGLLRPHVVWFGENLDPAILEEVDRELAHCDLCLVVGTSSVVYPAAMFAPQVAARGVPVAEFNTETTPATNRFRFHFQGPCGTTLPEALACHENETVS
* = called active by the depositor; . = no result given. This is a subset. The share of hits here may be higher or lower than overall.

Below each SMILES: FN deposit inh	LGR2 inh	Statin myotox sup	esBAF inh	S100A4 MyoIIA	CASP6 VEID inh	SIRT5 block
Cc1cc(=O)[nH]c(N/N=C/c2ccc(Cl)c([N+](=O)[O-])c2)n1
→ -3	0	.	.	-5	-1	-3
CCNC(=O)Cn1c(=O)c2c(ncn2Cc2ccccc2)n(Cc2ccccc2)c1=O
→ .	0	1	-6	8	0	-3
COC(=O)/C=C\C(C#N)(C#N)N=Cc1ccc(OC)cc1
→ -13	-22	.	.	-2	2	-1
COc1ccccc1C(=O)Nc1cc(C)ccc1NC(=O)c1ccco1
→ .	14	.	.	-3	-1	5
CCCCCC(=O)N1CCN(S(=O)(=O)c2ccc3c(c2)OCCO3)CC1
→ -1	2	-4	2	-14	2	0
CN1C(=O)c2cc(NC(=O)C3CC3)ccc2OC[C@@H]2O[C@H](CC(=O)NCC3CCCCC3)CC[C@@H]21
→ -3	9	-5	7	0	0	-4
COc1ccc2c(c1)c1nc(SCC(C)C)n(CCO)c(=O)c1n2C
→ 0	-2	-14	-3	-4	-1	7
CC(=O)N1[C@H](C(=O)N[C@@H](C)c2ccccc2)[C@@H](CO)[C@@H]2Cn3c(cccc3=O)[C@@H]21
→ .	-10	-22	1	10	1	2
COc1cccc(C(=O)Nc2ccc3c(c2)OC[C@H](C)N(C(C)=O)C[C@H](C)[C@H](OC)CN(C)C3=O)c1
→ 3	-13	5	-2	-14	0	-1
CSc1nc(-c2ccccc2)c(-c2ccccc2)[nH]1
→ -5	.	-4	-5	.	.	.
Cn1c(=O)c2c(nc(CN3CCN(c4ccccc4)CC3)n2Cc2ccccc2Cl)n(C)c1=O
→ 21	.	-2	10	.	.	.
O=C(Nc1ccc(Cl)c(Cl)c1)C1CCCCC1
→ 0	-23	-20	20	-3	0	1
O=C(NCC[C@@H]1CC[C@H](NS(=O)(=O)Cc2ccccc2)[C@@H](CO)O1)C1CCC1
→ .	4	-9	3	.	.	.
Cc1cc(C)c(C(=O)Cn2nc(C(=O)O)c3ccccc3c2=O)cc1C
→ -2	-50	16	6	-6	2	-2
CC(=O)c1cccc(NC(=O)NNC(=O)CCC(=O)Nc2ccc(C)c(C)c2)c1
→ -4	-2	.	.	-10	0	-4

Below each SMILES: FN deposit inh	LGR2 inh	Statin myotox sup	esBAF inh	S100A4 MyoIIA	CASP6 VEID inh	SIRT5 block
O=C(COC(=O)c1ccccc1Cc1ccccc1)Nc1ccc(SC(F)F)cc1
→ -2	-116	.	.	1	-4	-2
CCOc1ccccc1NC(=O)NCc1ccc2c(c1)OCO2
→ 4	4	4	2	-1	1	2
Cn1nc(C(=O)OCc2ccccc2F)c2ccccc2c1=O
→ 0	-8	.	.	-7	0	-3
CCN(Cc1ccccc1)c1ccc(/C=N/N=C(N)N)cc1
→ 5	62*	.	.	2	4	-4
N#Cc1c(N)nc2c(c1-c1ccncc1)CCCCCC2
→ 2	.	-4	-4	.	.	.
CC(NC(=O)c1ccccc1)C(=O)OCC(=O)Nc1cccc(S(=O)(=O)N2CCCC2)c1 (stereo not given)
→ -4	0	4	0	-3	22	-2
O=C(Nc1ccc(Cl)cc1)Nc1ccc(Cl)c(Cl)c1
→ 13	2	.	.	-3	-1	.
CCCCNS(=O)(=O)/C=C/c1ccccc1
→ 8	-4	17	2	.	.	.
O=C(Nc1ccccc1[N+](=O)[O-])C1COc2ccccc2O1 (stereo not given)
→ 6	-73	2	45*	-1	0	5
COc1ccc2c(CN3CCCC3)cc(=O)oc2c1
→ -4	-2	-4	3	-3	0	19*
C[C@@H]1CN([C@@H](C)CO)C(=O)c2cc(NS(=O)(=O)c3ccccc3)ccc2O[C@@H](C)CCCCO[C@H]1CN(C)Cc1ccncc1
→ -15	1	.	1	9	1	6
O=C(NC1CCCC1)C(c1ccsc1)N(C(=O)Cc1cccs1)c1cccc(F)c1 (stereo not given)
→ .	14	2	-11	4	0	0
CC(=O)N1CC[C@@H]2[C@H](CO)Nc3ccc(C#Cc4cccnc4)cc3[C@@H]21
→ -26	-4	-11	-2	-1	-2	18*
CNC(=O)C[C@@H]1CC[C@H]2[C@@H](COC[C@H](O)CN2C(=O)c2ccccn2)O1
→ -5	-4	-3	-1	5	1	3
COc1ccccc1-c1ccc2n(c1=O)C[C@H]1[C@H](CO)[C@@H](C(=O)N3CCCCC3)[C@@H]2N1CC1CC1
→ .	-10	-17	1	-34	2	-4

Below each SMILES: FN deposit inh	LGR2 inh	Statin myotox sup	esBAF inh	S100A4 MyoIIA	CASP6 VEID inh	SIRT5 block
O=C(NCC(F)(F)F)[C@H]1[C@H](CO)[C@H]2Cn3c(cccc3=O)[C@@H]1N2CC1CC1
→ .	4	-7	4	3	1	0
O=C(CCl)Nc1ccc(-c2ccccc2)cc1
→ 14	.	.	.	7	0	-2
O=C(COc1ccccc1)N/N=C/c1ccc2c(c1)OCO2
→ 8	-45	-1	3	-3	1	21*
Cc1ccc(Cn2ccc(NC(=O)c3noc4c3CCc3ccccc3-4)n2)cc1
→ -7	.	-3	5	.	.	.
CC(C)(C)OC(=O)N1CCC[C@H]1C(=O)N/N=C/c1ccc2nccnc2c1
→ 4	-2	.	.	0	1	2
CO[C@H]1CN(C)C(=O)c2cc(NC(C)=O)ccc2OC[C@@H](C)N(Cc2ccccc2C(=O)O)C[C@H]1C
→ 6	1	9	-5	2	0	-2
CC(C)N(C[C@H]1N[C@H](CO)[C@@H]1c1ccccc1)C(=O)CN1CCOCC1
→ 2	-2	2	0	13	7	0
CC(C)C(=O)Nc1ccc2c(c1)C(=O)N(C)[C@@H]1CC[C@@H](CC(=O)NCCc3ccccc3)O[C@H]1CO2
→ 8	-14	11	1	.	.	.
CC(C)c1nn2c(=O)cc(COc3cccc(NC(=O)c4ccco4)c3)nc2s1
→ 23	14	-8	2	-11	1	-2
COCC#Cc1ccc([C@H]2[C@@H](CO)N3CCCCN(Cc4cccnc4)C[C@@H]23)cc1
→ -4	11	.	.	-19	-4	-3
COc1ccccc1CNC(=O)c1ccc(OCc2c(C)noc2C)c(OC)c1
→ -8	.	-12	-3	.	.	.
Cc1cc(C)nc(NC(=O)c2ccc(Br)cc2)n1
→ -6	-13	1	-1	-2	0	0
CN=C(Nc1cc(C)nn1-c1ccccc1)c1ccccc1F
→ .	5	-5	-6	-3	31	16*
O=C(NCc1ccncc1)C(=O)NCC1OCCN1S(=O)(=O)c1cc(F)ccc1F (stereo not given)
→ .	-3	.	.	0	-9	3
CCOC(=O)c1c(C)n(CCO)c2ccc(O)cc12
→ -4	.	-11	-5	.	.	.

Below each SMILES: FN deposit inh	LGR2 inh	Statin myotox sup	esBAF inh	S100A4 MyoIIA	CASP6 VEID inh	SIRT5 block
CCOc1ccc(S(=O)(=O)N2CCCCC2)cc1NC(=O)Cc1cc(OC)c(OC)c(OC)c1
→ 6	16	2	0	-11	0	-3
Cc1ccc(S(=O)(=O)N(C)CC(=O)N2CCN(Cc3ccccc3)CC2)cc1
→ 0	-1	.	.	-5	3	-4
CC(C)NC(=O)N[C@@H]1C=C[C@@H](CC(=O)NCc2ccc(Oc3ccccc3)cc2)O[C@H]1CO
→ 1	9	3	4	9	1	0
CCN1C(=O)C(=O)N(Cc2ccc(OC)c(F)c2)C1=O
→ -9	6	10	4	-2	-1	-2
CC(C)CC(=O)Nc1cc2c3c(c1)C(C)C(=O)N3CCC2 (stereo not given)
→ -2	-13	-6	-10	-1	-2	-2
CCN(c1ccc(OC)cc1)S(=O)(=O)c1nnc(NC(=O)COc2ccc(F)cc2)s1
→ -8	21	-4	5	5	5	0
Cn1c2c(c(=O)[nH]c1=O)C(c1cccc(O)c1)C1=C(N2)c2ccccc2C1=O (stereo not given)
→ 0	13	53	-4	3	9	-5
COCC(=O)N(C)C[C@@H]1Oc2cc(C3=CCCC3)ccc2S(=O)(=O)N([C@@H](C)CO)C[C@@H]1C
→ .	-11	-4	0	0	-1	-3
Cn1ccnc1C(=O)c1ccc(Cl)c(S(=O)(=O)N2CCOCC2)c1
→ 1	6	-2	-8	3	0	-2
Cc1noc(C)c1C(=O)N1CCN(S(=O)(=O)c2cccc(Cl)c2Cl)CC1
→ 10	9	6	-8	2	3	-5
Cc1cc(-c2csc(NC(=O)c3ccc(=O)[nH]c3)n2)c(C)n1Cc1ccccc1
→ -30	11	.	.	-1	-5	-4
CC(C(=O)NCC1CCCCC1)N1CCc2ccccc2C1 (stereo not given)
→ 14	-14	.	.	-6	-3	0
CN(Cc1ccccc1)C(=O)Cn1nnc(-c2ccccc2)c1COc1ccccc1
→ 1	-11	6	-4	10	0	-3
COc1ccc(CN(C(=O)c2ccccc2Br)C2CCS(=O)(=O)C2)cc1 (stereo not given)
→ 3	5	-5	-1	-2	1	11
COc1cc(-c2c(-c3cc(OC)c(OC)c(OC)c3)noc2C)ccc1F
→ 0	-28	.	.	-2	-2	-5

As entered above.
Reading for CC(C)NC(=O)N[C@@H]1C=C[C@@H](CC(=O)NCc2ccc(Oc3ccccc3)cc2)O[C@H]1CO under Statin myotox sup: 3
Reading for CCN(c1ccc(OC)cc1)S(=O)(=O)c1nnc(NC(=O)COc2ccc(F)cc2)s1 under Statin myotox sup: -4

(listing goes on)
Below each SMILES: FN deposit inh	LGR2 inh	Statin myotox sup	esBAF inh	S100A4 MyoIIA	CASP6 VEID inh	SIRT5 block
Cc1noc(C)c1NC(=O)N(C)C[C@H]1Oc2ccc(NC(=O)Nc3ccc(F)cc3)cc2CC(=O)N([C@@H](C)CO)C[C@H]1C
→ .	0	3	-1	-16	1	-4
O=C(NCC(=O)N1CCN(c2ccc(C(F)(F)F)cn2)CC1)c1ccc(Br)o1
→ -9	0	-2	-4	3	-1	-2
O=C(N[C@@H]1CC[C@H](CCNS(=O)(=O)c2cccc(Cl)c2)O[C@H]1CO)c1ccccc1
→ .	4	5	2	-1	2	.
Cc1cc2nccc(-c3ccc(OCCCF)cc3)n2n1
→ -1	-1	-5	5	-1	-3	1
Cc1cc(Cl)ccc1OC(C)C(=O)Nc1ccc(S(=O)(=O)N2CCOCC2)cc1 (stereo not given)
→ .	17	.	.	-7	-3	-1
C[C@H](CO)N1C[C@H](C)[C@H](CN(C)Cc2cccnc2)Oc2ncc(/C=C/c3ccccc3)cc2C1=O
→ .	-7	-12	0	5	1	-8
Cc1ccc(S(=O)(=O)N2CC3C(=O)C[C@@H](c4ccccc4Cl)N(S(=O)(=O)c4ccc(C)cc4)C3CC2c2ccccc2)cc1 (stereo not given in full)
→ 0	3	.	.	9	0	-1
COc1ccccc1-n1c(SCC(=O)N2CCOCC2)nc(O)c(Cc2ccccc2)c1=O
→ 2	.	4	-5	.	.	.
NC(=O)CSc1nnc(COc2ccccc2)n1CCc1ccccc1
→ 8	26	29	-6	.	.	.
C[C@@H]1CCCCO[C@H](CN(C)Cc2ccc(C(=O)O)cc2)[C@H](C)CN([C@H](C)CO)C(=O)c2cc(NC(=O)CCCN(C)C)ccc2O1
→ .	-4	.	-3	15	0	0
Cc1coc2c(C)c3oc(=O)c(CCC(=O)NCCN4CCOCC4)c(C)c3cc12
→ .	.	9	12	0	0	.
CO[C@H]1CN(C)C(=O)c2ccc(NC(=O)C3CC3)cc2OC[C@@H](C)N(Cc2nccs2)C[C@@H]1C
→ -9	7	-10	-3	-2	1	-2
COC(=O)[C@@]12C[C@@H](CC(=O)NCc3cccs3)C(=O)N(Cc3ccco3)C1=CCC(C)(C)C2
→ 2	-11	.	.	-6	0	.
Cc1ccc(OCCC(=O)OCC(=O)Nc2ccccc2)cc1
→ 6	10	7	-2	-2	2	0
C[C@@H]1CN([C@@H](C)CO)C(=O)c2cc(NS(=O)(=O)c3cccs3)ccc2O[C@H]1CN(C)Cc1ccc2c(c1)OCO2
→ 4	2	-17	1	11	0	-1
O=C(c1ccco1)N1CCN(Cc2cc(=O)c(OCc3ccc([N+](=O)[O-])cc3)co2)CC1
→ -10	16	-2	.	-5	2	0
COc1ccc(/C=C2\Sc3ccc(C(=O)NCCCN4CCCC4)cc3N(C)C2=O)cc1OC
→ -1	-24	-4	-1	-1	0	4
COc1cccc(C(=O)Nc2ccc3c(c2)C(=O)N(C)[C@@H]2CC[C@H](CC(=O)NCCCN4CCOCC4)O[C@@H]2CO3)c1
→ 2	0	11	-1	5	-6	6
